High-throughput results as filed in PubChem.
GAA inhib = blocks human lysosomal alpha-glucosidase; Potency, µM (top dose mostly 76.9 µM), inactives show at the highest dose activity change, negative = inhibition, hits mostly inhibitors; actives 0.005% (n = 200,000); P10253; purified human GAA, 4-MU-alpha-glucoside fluorescence;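 further: plate controls were uninhibited enzyme wells for no effect and no-enzyme background for full effect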
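Compounds are titrated up to 77 uM against 4 nM human enzyme. Substrate 4-methylumbelliferyl-alpha-D-pyranoside (400 uM) reacts 20 min at room temperature in pH 5.0 buffer; liberated 4-methylumbelliferone is read at 440 nm.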
ALDH1A1 inh = ALDH1A1 (human) enzyme inhibition; P00352; Purified ALDH1A1, NADH fluorescence, propionaldehyde substrate; Potency, µM (series often up to 75.3 µM), without a hit: at the highest dose activity, negative = inhibition, most hits filed as inhibitors; actives 7.3% (n = 220,000); AID 1030; active means well fitted inhibition curve with a large enough effect, not every such curve was filed as active; inconclusive means small, poorly fitted or top-dose-only effect, or another doubt; inactive means no such curve, though single readings can be large or run the other way;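 further: plate controls were no enzyme wells and a reference inhibitor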
GLA spleen mod = inhibits or activates alpha-galactosidase in human spleen homogenate | human spleen homogenate, 4MU-alpha-Gal fluorescence, 40 min | Potency, µM (series often up to 80 µM), without a hit: at the top dose activity change, negative = inhibition, hits mostly inhibitors | actives 0.008% (n = 240,000);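 further: 0% = enzyme with vehicle and -100% = no enzyme basal signal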
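Inhibition or activation of alpha-galactosidase in human spleen homogenate is scored by 4-MU fluorescence after 40 min at 37C, pH 5.0, with 1 mM substrate. AC50s come from concentration-response fitted to the Hill equation.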
SMN2 splice up = SMN2 splice variant enhancement | HEK293 SMN2-luciferase splicing reporter, luminescence, 30-36 h | Potency, µM (series often up to 46.1 µM), for the others: at the highest dose activity change, positive = activation, actives largely listed as activators | actives 2.8% (n = 210,000); further: % of control where 0% means no effect; nearly all actives have a fitted effect of over 55% in size
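HEK293 cells carry an SMN2 […]–luciferase reporter in which exon 7 inclusion puts luciferase in frame. Cells were plated 10-12 h before compound addition, then incubated 30-36 h at 37C. ONE-Glo luminescence was read; sodium butyrate at 4.5 mM final served as control.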
JMJD2E inh = inhibitors of human JMJD2E histone demethylase; B2RXH2; JMJD2E catalytic domain, FDH-coupled NADH fluorescence (FDH is formaldehyde dehydrogenase); Potency, µM (highest dose often 57.1 µM), for the others: at the highest dose activity change, negative = inhibition, actives largely listed as inhibitors; actives 1.6% (n = 230,000); active means well fitted inhibition curve with a large enough effect, not every such curve was filed as active; inconclusive means small, poorly fitted or top-dose-only effect, or another doubt; inactive means no such curve, though single readings can be large or run the other way;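 further: 0% = wells with enzyme and -100% = buffer wells without enzyme; nearly all actives have a fitted effect of over 50% in size; many of its hits are not listed in these tables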
Target sequence (B2RXH2 1-337 limits assumed): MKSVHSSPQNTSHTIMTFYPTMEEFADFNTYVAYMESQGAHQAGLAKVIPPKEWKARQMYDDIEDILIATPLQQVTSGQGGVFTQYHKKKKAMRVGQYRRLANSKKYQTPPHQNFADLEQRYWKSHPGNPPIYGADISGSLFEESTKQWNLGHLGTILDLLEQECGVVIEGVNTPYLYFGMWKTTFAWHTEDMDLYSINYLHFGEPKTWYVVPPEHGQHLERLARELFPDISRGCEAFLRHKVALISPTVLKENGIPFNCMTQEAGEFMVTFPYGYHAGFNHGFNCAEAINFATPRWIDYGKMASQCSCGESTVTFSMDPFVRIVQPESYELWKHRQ
GoLoco inh red = blocks human Gai1 binding to RGS12 GoLoco peptide, red readout; P63096; Gai1:RGS12 GoLoco peptide FP, rhodamine, 10 min; Potency, µM (highest dose often 61.6 µM), for inactives: top-dose activity, negative = inhibition, usual class: inhibitors; actives 0.44% (n = 230,000); AID 880; active means well fitted inhibition curve with a large enough effect, not every such curve was filed as active; inactive means no such curve, though single readings can be large or run the other way; further: on the % scale 0 is the no-effect control and ±100 the full control effect; nearly all actives have a fitted effect of over 30% in size; many of its hits are not listed in these tables
Target sequence (P63096 whole entry, looked up): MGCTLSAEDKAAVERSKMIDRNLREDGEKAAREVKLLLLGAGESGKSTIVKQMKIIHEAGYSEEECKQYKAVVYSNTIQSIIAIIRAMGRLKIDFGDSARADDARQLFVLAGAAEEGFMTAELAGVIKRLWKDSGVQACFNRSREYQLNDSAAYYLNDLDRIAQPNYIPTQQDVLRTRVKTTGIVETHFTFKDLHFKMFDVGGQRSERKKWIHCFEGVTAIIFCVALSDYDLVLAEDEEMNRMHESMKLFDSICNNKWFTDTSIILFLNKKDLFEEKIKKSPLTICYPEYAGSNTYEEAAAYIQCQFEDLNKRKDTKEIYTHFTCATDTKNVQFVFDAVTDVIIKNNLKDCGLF
GAA glycogen mod = inhibitors or activators of human alpha-glucosidase glycogen cleavage; actives 0.38% (n = 300,000); AID 2100; Potency, µM (highest dose often 76.4 µM), for inactives: at the top dose activity change, negative = inhibition, most hits filed as inhibitors; P10253; recombinant GAA, glycogen substrate, Amplex Red glucose oxidase fluorescence;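 further: 0% = full enzyme reaction and -100% = no-enzyme basal signal; the screen sought inhibitors and activators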
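qHTS, 1536-well; enzyme 4 nM final; cpd up to 77 uM; substrate bovine liver glycogen 30 ug; 50 mM citrate/phosphate pH 5.0, 0.01% Tween-20; 37 C, 40 min; Amplex Red detection 45 min RT; Hill fit → AC50.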
aGlu spleen mod = inhibitors or activators of human alpha-glucosidase in spleen homogenate; Potency, µM (doses to about 79.9 µM), for inactives: at the highest dose activity change, negative = inhibition, most hits filed as inhibitors; AID 2112; actives 0.006% (n = 240,000); human spleen homogenate, 4-MU-alpha-glucoside fluorescence; P10253;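 further: 0% = enzyme with vehicle and -100% = no enzyme basal signal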
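Compounds were titrated against alpha-glucosidase in spleen homogenate at pH 5.0, with 1 mM 4-methylumbelliferyl substrate for 40 min at 37 C. Reactions were quenched with pH 10 NaOH/glycine and fluorescence measured.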
The depositor's hits bear a star; ? = inconclusive; nt = no result given; [ ] = remark or other dose. Unless noted, the call rests on the fitted dose curve; in most records, active means well fitted curve in the direction sought with a large enough effect; inconclusive means small, poorly fitted or top-dose-only effect, or another doubt; inactive means no such curve, though single readings can be large; an effect the other way counts as inactive or inconclusive. Potency means the concentration at half of the fitted maximal effect.

GAA inhib,ALDH1A1 inh,GLA spleen mod,SMN2 splice up,JMJD2E inh,GoLoco inh red,GAA glycogen mod,aGlu spleen mod,SMILES
0%,-4%,2%,?,-1%,7%,1%,2%,CN(C)C(CNC(=O)c1ccc2ccccc2c1)c1ccco1 (configuration not stated)
2%,3%,0%,-35%[inhibitor],-6%,-15%,-4%,6%,c1cc(CNC2C3CC4CC(C3)CC2C4)ccn1 (configuration not stated)
-6%,?,-1%,7%,-9%,-5%,11%,1%,O=C(NCc1ccco1)c1cc([N+](=O)[O-])cc([N+](=O)[O-])c1
9%,1%,-2%,-6%,8%,1%,-16%,-12%,CC(c1nnc(SCC(=O)Nc2cccnc2Cl)n1Cc1ccccc1)N(C)C (configuration not stated)
-8%,15%,-2%,0%,-2%,10%,7%,nt,O=c1oc2ccccc2c(N2CCCC2)c1[N+](=O)[O-]
8%,-8%,-8%,22%,1%,0%,7%,-3%,CCC(CC)NC(=O)c1cc(OC)c(OC)c(OC)c1
-13%,10µM*,1%,3%,?,13%,13%,1%,COc1cccc2c(=O)n(CC(=O)N3CCCc4ccccc43)ccc12
2%[15.4 µM],-11%,3%,-23%,9%,15%,3%,-3%,C[C@H]([C@@H](N)C(=O)N[C@@H](C(=O)O)[C@@H]1O[C@H](n2ccc(=O)[nH]c2=O)[C@@H](O)[C@H]1O)[C@@H](O)c1ccc(O)cn1
1%,0.5µM*,-4%,-28%,-4%,23%,-9%,-8%,Cc1onc(-c2ccccc2)c1C(=O)NC(=S)Nc1sc2c(c1C#N)CCCC2
nt,1%,2%,nt,?,3%,nt,-4%,Cc1nc(N=Nc2cc(S(=O)(=O)O)ccc2S(=O)(=O)O)c(COP(=O)(O)O)c(C=O)c1O
-9%,-13%,-2%,?,?,-12%,4%,-5%,COc1cc(/C=C/c2nc(-c3ccccc3O)n[nH]2)cc(OC)c1OC
-13%,4%,5%,nt,10%,5%,-13%,3%,O=C(NCc1ccco1)c1cc2n(n1)C(C(F)(F)F)CC(c1ccc(Br)cc1)N2 (configuration not stated)
-4%,14µM*,-23%,-8%,-9%,2%,-7%,-9%,O=c1oc2ccccc2c(N2CCCC2)c1CN1CCCC1
12%,9%,0%,nt,3%,6%,21%,3%,CN(Cc1cnn(C)c1)C(=O)c1ccc(OC2CCN(CCc3ccccc3)CC2)cc1
?,?,-3%,25µM*,-2%,-10%,-9%,1%,Cc1ccc(-c2nc(N=Nc3ccc(O)cc3)n[nH]2)cc1
-3%,4%,13%,-4%,8%,-1%,-3%,7%,COc1cc(C(=O)NCCC(=O)NCc2ccc3c(c2)OCO3)cc(OC)c1OC
-8%,?,7%,-11%,-22%,19%,-9%,5%,CSc1ccc(CN(C)Cc2nc3cc(C(F)(F)F)ccc3c(=O)[nH]2)cc1
nt,?,1%,-37%[inhibitor],nt,9%,nt,-8%,N#CCCn1c(=O)c(CCc2ccccc2)nc2cnc(OCc3ccccc3)nc21
?,7%,4%,2%,7%,-3%,-10%,2%,Cc1nn(C(C)C(=O)NCC2CCCO2)c(C)c1[N+](=O)[O-] (configuration not stated)
13%,3%,6%,nt,11%,13%,11%,4%,CC(=O)Nc1ccc(CN2CCN(CC=C(C)C)C(CCO)C2)cc1 (configuration not stated)
1%,-4%,-1%,8%,10%,15%,6%,4%,O=C1NC(=S)N(c2cccc(Cl)c2)C12CCCCC2
1%,?,16%,2%,?,0%,-3%,-6%,CCNC(=O)/C(C#N)=C/c1c(N2CC(C)OC(C)C2)nc2ccccn2c1=O (configuration not stated)
-2%,8%,6%,-7%,5%,-6%,3%,-3%,CCc1ccc(C(=O)COC(=O)CNC(=O)CNC(=O)Cc2ccccc2)cc1
5%,9%,7%,11%,8%,-4%,7%,5%,COc1ccc(C(=O)NCC(=O)OCC(=O)c2ccc3c(c2)NC(=O)CO3)cc1OC
0%,-14%,-4%,-9%,0%,9%,-22%,-7%,O=C(NCc1cccnc1)c1sc2ccccc2c1Cl
5%,2%,-2%,nt,7%,4%,8%,-4%,C=CCSc1nc(C)c(CC(=C)C)c(=O)[nH]1
-9%,?,-5%,17%,?,5%,2%,-1%,Clc1cccc(-c2cc3nc4c(c(N5CCOCC5)n3n2)CCCC4)c1
2%,-12%,-9%,-40%[inhibitor],-9%,5%,-15%,4%,Cc1ccc(NC(=S)NC(C)CCc2ccccc2)cc1C (configuration not stated)
-3%,3%,1%,-20%,4%,9%,-20%,-3%,COc1cc(OC)cc(C(=O)Nc2cccc(N3CCCC3)c2)c1
-1%,-11%,-10%,?,?,7%,1%,-13%,Cc1c(Cl)cnc(NC(=O)CSc2nnc3ccccn23)c1Cl
-1%,-1%,-10%,9%,7%,6%,1%,-10%,CCc1c(C)sc2nc(SCC(=O)Nc3cc(C)on3)n(CCOC)c(=O)c12
-5%,8%,4%,-2%,?,-23%,11%,-2%,CCCn1c(C)cc(C)c(C#N)c1=O
7%,-1%,-1%,nt,-5%,13%,-7%,1%,CCOC(=O)C1=NN(C(=O)COc2ccccc2)C(O)(c2ccc(Cl)cc2)C1 (configuration not stated)
?,10%,1%,15%,7%,4%,-1%,1%,C/C(CC(=O)Nc1cccnc1)=N\NC(=O)C(=O)Nc1cccc(C)c1
-2%,?,-3%,3%,-7%,-13%,-4%,-8%,Cc1sc(NC(=O)C2CCCCC2C(=O)O)c(C(N)=O)c1-c1ccc(C(C)(C)C)cc1 (configuration not stated)
?,2%,-1%,-8%,-1%,-3%,1%,0%,CCOC(=O)Cn1cc(/C=N/NC(=O)c2ccc(C#N)cc2F)c2ccccc21
1%,?,16%,22%,-21%,-7%,2%,-7%,O=S(=O)(c1ccc(Cl)cc1)N1CCC(N2CCCCCC2)CC1
-8%,-1%,2%,?,3%,4%,3%,8%,Cn1c(SCc2ccc(F)cc2)nnc1-c1ccccn1
2%,2%,21%,nt,-3%,nt,6%,-5%,CCOc1ccccc1OCCCOc1ccc(C)cc1Cl
-9%,?,7%,-16%,-1%,-5%,-5%,-4%,COc1ccc(-c2noc(C3CCCN(C(=O)CCc4ccccc4)C3)n2)cc1 (configuration not stated)
?,108%[activator],5%,-52%[inhibitor],28%,9%,-3%,-15%,COC(=O)c1cn(C(=O)/C=C/c2ccc(OC)c(OC)c2)c2ccccc12
3%,10%,1%,5%,-5%,-17%,-1%,8%,COc1ccc(N(CC(=O)O)S(=O)(=O)c2cccnc2)cc1
0%,6%,-8%,-121%[inhibitor],6%,-3%,-16%,-9%,CCOC(=O)C1=C(C)N=c2s/c(=C3/C(=O)Nc4ccccc43)c(=O)n2C1c1ccc(C)cc1 (configuration not stated)
nt,nt,0%,nt,-22%,9%,-5%,9%,COc1ccccc1NS(=O)(=O)c1cc(NC(=O)c2sccc2C)ccc1N1CCOCC1
nt,4%,8%,nt,8%,-6%,-11%,2%,C=CCN1C2CCCC1CC(NC(=O)Nc1cc(C)cc(C)c1)C2 (configuration not stated)
2%,0%,-1%,1%,-1%,0%,3%,-3%,CCC1=NN(C(=O)C(=O)NCCc2ccccc2)C(O)(C(F)(F)F)C1 (configuration not stated)
-3%,-3%,-5%,1%,2%,6%,2%,-7%,Cn1c(CCC(=O)OCC(=O)NCc2ccccc2Cl)nc(=O)c2ccccc21
0%,7%,-1%,-7%,3%,10%,5%,-1%,CN(C)S(=O)(=O)c1ccc(S(=O)(=O)N(CC(=O)Nc2ccccc2)Cc2ccco2)cc1
-3%[15.4 µM],nt,-3%,nt,?,8%,-13%,-1%,CS(=O)(=O)Oc1ccc2c(c1)O/C(=C\C=C\c1ccccc1)C2=O
2%,6%,0%,-2%,7%,7%,-1%,-1%,O=c1[nH]c(CN2CCOCC2)nc2cc(Cl)ccc12
-1%,-2%,-12%,-4%,3%,51%[activator],25µM*,1%,CC(C)=C1C(=O)NN(c2ccc(F)c(Cl)c2)C1=O
-5%,12%,-4%,-8%,-7%,8%,3%,-13%,Cc1nc2nc(Cc3ccccc3)[nH]n2c(=O)c1Cc1ccccc1
-1%,11%,-2%,0%,2%,1%,11%,-2%,c1n[nH]c(NCc2ccc3c(c2)OCO3)n1
?,-2%,?,-2%,?,3%,-4%,11%,C=CCNc1nc(N2CCCC2)nc2ccccc12
3%,-4%,6%,-23%,-2%,6%,6%,3%,COc1ccc(NS(=O)(=O)c2ccc3c(c2)CCC(=O)N3)c(OC)c1
1%,?,6%,13%,?,7%,1%,1%,COc1cc(-c2nc(S(=O)(=O)c3ccc(C)cc3)c(N(C)C)o2)cc(OC)c1OC
0%,7%,5%,2%,3%,4%,2%,nt,C/C=C/C(=O)N1c2ccccc2C(C)=CC1(C)C
-3%,-13%,10%,-5%,4%,2%,-2%,-7%,COc1ccc(S(=O)(=O)N(C)c2ccc(C(=O)N3CCOCC3)cc2)cc1OC
-1%,-6%,-2%,-3%,13%,8%,2%,3%,NNC(=O)Cn1c(-c2nonc2N)nc2ccccc21
nt,nt,0%,nt,-10%,0%,5%,-3%,Nc1ccc(C(=O)OCCCc2nc3cc4ccccc4cc3[nH]2)cc1
?,-5%,4%,nt,5%,4%,6%,2%,O=C(Cc1ccc([N+](=O)[O-])cc1)N1N=C2CCCCC2C1(O)C(F)(F)F (configuration not stated)

Structural class, the compounds so far containing a nitro group on carbon (4)
GAA inhib,ALDH1A1 inh,GLA spleen mod,SMN2 splice up,JMJD2E inh,GoLoco inh red,GAA glycogen mod,aGlu spleen mod,SMILES
-6%,?,-1%,7%,-9%,-5%,11%,1%,O=C(NCc1ccco1)c1cc([N+](=O)[O-])cc([N+](=O)[O-])c1
-8%,15%,-2%,0%,-2%,10%,7%,nt,O=c1oc2ccccc2c(N2CCCC2)c1[N+](=O)[O-]
?,7%,4%,2%,7%,-3%,-10%,2%,Cc1nn(C(C)C(=O)NCC2CCCO2)c(C)c1[N+](=O)[O-] (configuration not stated)
?,-5%,4%,nt,5%,4%,6%,2%,O=C(Cc1ccc([N+](=O)[O-])cc1)N1N=C2CCCCC2C1(O)C(F)(F)F (configuration not stated)

A portion of the library (hit frequency here may not be typical).
